M. tuberculosis HTS = M. tuberculosis growth inhibition, HTS (AID 449762); M. tuberculosis H37Rv growth inhibition, 7H9 media; higher % means a stronger effect; inhibition, % at 25 µM; hits with a dose series show IC50 in µM; 330,000 compounds, 0.59% hits; in the data active means a potency from the dose series; inconclusive means inhibition above about 70% without an active follow-up result;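 further: bacterial growth assessed after seven days of incubation; strong numbers were not always called active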
inhibitors of VEEV = inhibitors of VEEV TC-83 cytopathic effect, confirmation, Vero cells (AID 588727) | Vero cells, VEEV TC-83 cytopathic effect inhibition; higher % means a stronger effect | inhibition, % at 20 µM; hits with a dose series show IC50 in µM | 350,000 compounds, 0.13% hits; in the data active means a potency from the dose series; inconclusive means inhibition mostly from about 14% at the one dose, without a potency; inactive means the rest, 99 in 100 with inhibition below about 12%; further: strong numbers were not always called active
influenza NS1A = H1N1 influenza NS1A inhibitors, functional cell based assay (AID 504329); 340,000 compounds, 0.3% hits; NS1A functional cell-based assay, percent inhibition; higher % means a stronger effect; one-dose inhibition, % at 12.5 µM; IC50 in µM for titrated hits; in the data active means a potency from the dose series; inconclusive means inhibition above about 27% without an active follow-up result; further: strong numbers were not always called active
Salmonella PhoP GFP = PhoP regulon inhibitors, Salmonella typhi PhoP promoter GFP reporter, confirmatory (AID 1850); Salmonella Typhi PhoP-promoter GFP reporter, fluorescence, 4 h; higher % means a stronger effect; one-dose inhibition, % at 50 µM; IC50 in µM for titrated hits; 310,000 compounds, 0.33% hits; in the data active means a potency from the dose series; inconclusive means inhibition mostly from about 25% at the one dose, without a potency; inactive means the rest, 99 in 100 with inhibition below about 19%;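 further: 0% = induced wells with vehicle and 100% = uninduced wells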
tuberculosis growth = growth inhibition of non-replicating M. tuberculosis (AID 488890); Mycobacterium tuberculosis non-replicating, growth inhibition; higher % means a stronger effect; one-dose inhibition, % at 25 µM; IC50 in µM for titrated hits; 320,000 compounds, 0.39% hits; in the data active means a potency from the dose series; inconclusive means inhibition mostly from about 82% at the one dose, without a potency; inactive means the rest, 99 in 100 with inhibition below about 76%;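 further: plate controls were DMSO cells for no effect and high antibiotic wells for full effect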
* = called active by the depositor; i = inactive; ? = inconclusive; . = not tested or not shown; & = joins results of further samples.

1	Cc1ccc(Nc2nc(N)c([N+](=O)[O-])c(N3CCC(C)CC3)n2)cc1C
2	CNC(=O)C(NC(=O)CNC(=O)c1ccc(Cl)cc1)C(C)(C)C (configuration not stated)
3	CCCCN(CCCC)CCNC(=O)CSCc1ccc(C)cc1
4	Cc1ccc2nc(-c3ccc(NC(=O)COC(=O)c4ccc([N+](=O)[O-])o4)cc3)sc2c1
5	CCN(CC(=O)NCc1cccs1)C(=O)c1cccc(S(=O)(=O)N2CC(C)OC(C)C2)c1 (configuration not stated)
6	COc1ccc(C(=O)Nc2ccc(N3CCN(C)CC3)cc2)cc1
7	O=S(=O)(c1ccc(Cl)c(Cl)c1)c1snnc1-c1ccccc1
8	O=C(CCN1C(=O)/C(=C/c2ccc(F)cc2)SC1=S)NCCc1ccc(O)cc1

screen / no.,1,2,3,4,5,6,7,8
M. tuberculosis HTS,-4%,-1%,12%,?,-5%,-6%,.,27%
inhibitors of VEEV,4.2%,4.4%,i,i,2.0%,0.7%,i,>25µM*
influenza NS1A,4%,0%,9%,-5%,-3%,1%,0%,-1%
Salmonella PhoP GFP,0%,-1%,28%,-7%,.,9%,.,-10%
tuberculosis growth,40%,4%,38%,?,12%,13%,.,9%

9	CC(NC(=O)c1cccc(F)c1)C(c1cccs1)N1CCN(C)CC1 (configuration not stated)
10	Cn1c(SCC(=O)NNC(=O)Cc2ccccc2)nc2ccccc2c1=O
11	CC(C)CC(CC(C)C)=NNC(=O)c1ccc2c(c1)OCO2
12	Cc1nc2c(o1)CCc1ccccc1C2N1CCN(C)CC1 (configuration not stated)
13	COc1cc(OC)cc(C(=O)Nc2ccc(-n3cnnn3)c(C)c2)c1
14	O=C(NC1CC1)C1=C[C@@H](c2ccccc2)C[C@@H](OCCCCO)O1
15	CCOC(=O)c1ccc(S(=O)(=O)N2CCN(C3CCCC3)CC2)cc1
16	COc1ccccc1C(=O)N/N=C(\C)c1ccc(NC(=O)C2CC2)cc1

screen / no.,9,10,11,12,13,14,15,16
M. tuberculosis HTS,-4%,-2%,2%,-4%&10%,11%,-2%,-3%,-2%
inhibitors of VEEV,i,0.7%,i,0.2%&1.8%,0.3%,0.2%,0.2%,1.3%
influenza NS1A,0%,2%,5%,1%&4%&6%,-10%,11%,.,-9%
Salmonella PhoP GFP,-13%,-7%,7%,-4%&4%,1%,-3%,10%,-4%
tuberculosis growth,-2%,-39%,44%,-1%&13%,4%,2%,-4%,-5%

17	Cc1ccccc1NCC(=O)Nc1cc(S(=O)(=O)N2CCCCC2)ccc1C
18	O=C(O)CNc1ccc(S(=O)(=O)C(F)(F)F)cc1[N+](=O)[O-]
19	O=C(CN1CCC(n2nnc3cc(C(F)(F)F)ccc32)CC1)Nc1ccc2c(c1)CCC2
20	O=C(NCCN1CCN(C(=O)c2ccc([N+](=O)[O-])cc2)CC1)C(=O)NCc1ccccc1
21	C[C@H](CO)N1C[C@H](C)[C@@H](CN(C)C(=O)Nc2ccc(F)cc2)Oc2ccc(NS(C)(=O)=O)cc2C1=O
22	CCN(CC)S(=O)(=O)c1cccc(-c2nnc(SCC(=O)NC)n2CCc2ccccc2)c1
23	COc1cc(C(=O)NCC(c2ccccc2)N(C)C)ccc1OCC(=O)N1CCOCC1 (configuration not stated)
24	OCCSc1nc(-c2ccccc2)nc2c1CCC2

screen / no.,17,18,19,20,21,22,23,24
M. tuberculosis HTS,-11%,4%,4%,-4%,-1%,0%,1%,19%
inhibitors of VEEV,8.0%,1.0%,i,1.1%,1.1%,2.8%,1.1%,2.4%
influenza NS1A,-10%,14%,2%,1%,-4%,1%,8%,5%
Salmonella PhoP GFP,.,2%,2%,-6%,.,0%,2%,3%
tuberculosis growth,-14%,3%,8%,8%,8%,54%,5%,35%

25	COc1ccc(C(=O)OCC(=O)NC(=O)CCSc2ccccc2)cc1
26	O=C(O)c1ccccc1NC(=S)NC(=O)c1sc2ccccc2c1Cl
27	Cc1ccc(C(=O)N/C(=C\C=C\c2ccccc2)C(=O)NCc2ccco2)cc1
28	CCn1nc(CC(=O)Nc2nnc(CC(=O)N3CCOCC3)s2)c2ccccc2c1=O
29	O=C(c1cncc(Br)c1)N1CCc2ccccc2C1
30	CCC(C)(C)NC(=O)C(c1ccc(C)o1)N(C(=O)c1csnn1)c1cccc(F)c1 (configuration not stated)
31	Cc1nc2c(sc3nc4c(cc32)COC(C)(C)C4)c(=O)o1
32	CCC1CCCCN1C(=O)CCc1nnc(Cc2c[nH]c3ccccc23)o1 (configuration not stated)

screen / no.,25,26,27,28,29,30,31,32
M. tuberculosis HTS,3%,2%,7%,-9%,0%,-1%,16%,-7%
inhibitors of VEEV,i,1.7%,0.4%,0.3%,2.8%,0.4%,0.6%,0.8%
influenza NS1A,4%,7%,10%,-9%,2%,7%,11%,-3%
Salmonella PhoP GFP,-11%,20%,2%,1%,5%,-10%,-2%,2%
tuberculosis growth,66%,35%,41%,-3%,-5%,21%,78%,23%

33	O=C(NCc1nc(-c2ccc(Cl)cc2)no1)c1ccco1
34	O=C(COC(=O)CSc1ccc(Cl)cc1)NCCc1ccccc1
35	Cc1cc(C)n(/N=C\c2c(O)ccc3ccccc23)c(=O)c1C(N)=O
36	CCCCCCSc1ccc(-c2nc3ccc(C)cn3c2NCc2ccccc2)cc1
37	COc1ccc(N(CC(=O)NCc2ccc3c(c2)OCO3)S(=O)(=O)c2c(C)nn(C)c2C)cc1
38	CCCOc1ccc(C(=O)Nc2ccc(C)cc2[N+](=O)[O-])cc1
39	COC(=O)/C(=C\Nc1ccc(Cl)c2ccccc12)c1ncc(C(F)(F)F)cc1Cl
40	CCN(CC(=O)Nc1ccccc1C(=O)OC)S(=O)(=O)c1ccc(OC)cc1

screen / no.,33,34,35,36,37,38,39,40
M. tuberculosis HTS,0%,.,-8%,4%,0%,4%,30%,-1%
inhibitors of VEEV,i,0.2%,4.7%,0.9%,1.5%,0.4%,0.2%,2.0%
influenza NS1A,1%,11%,-2%,-6%,18%,11%,-11%,-4%
Salmonella PhoP GFP,5%,.,-2%,0%,-7%,-10%,6%,0%
tuberculosis growth,1%,.,4%,27%,-2%,-2%,-7%,8%

41	CC(=O)C1=C(O)C(=O)N(c2ccc(O)cc2)C1c1ccccc1 (configuration not stated)
42	O=C(NCCSc1ccccc1)c1ccco1
43	Oc1ccccc1-c1nc(NCc2ccco2)c2ccccc2n1
44	CC(O)CNc1nc2c(c(=O)n(Cc3ccc(Br)cc3)c(=O)n2C)n1C (configuration not stated)
45	C=C(C)Cn1c(CCCNC(=O)CC)nc2ccccc21
46	O=C(CCNC(=O)c1ccc(Cl)cc1)NCc1cccc(C(F)(F)F)c1
47	CCC(Sc1nc2ccccc2c(=O)[nH]1)C(=O)Nc1ccc(C(C)=O)cc1 (configuration not stated)
48	COc1ccc(-n2c(Cc3cccn3C)nnc2SCC(=O)Nc2cccc(OC)c2)cc1

screen / no.,41,42,43,44,45,46,47,48
M. tuberculosis HTS,9%,-17%,1%,7%,-12%,12%,19%,-11%
inhibitors of VEEV,i,i,1.3%,3.5%,0.2%,4.3%,i,4.4%
influenza NS1A,-19%,13%,-19%,-9%,0%,-2%,-1%,7%
Salmonella PhoP GFP,4%,7%,1%,-1%,-13%,10%,-7%,6%
tuberculosis growth,2%,52%,9%,9%,5%,15%,3%,11%

49	Cc1[nH]c2ccccc2c1/C=N/Nc1ccccc1[N+](=O)[O-]
50	O=C(Nc1ccc(F)cc1)c1cccc(N2C(=O)C3C4C=CC(C4)C3C2=O)c1 (configuration not stated)
51	Cc1ccccc1-c1cn(-c2ccccc2)c(=S)[nH]1
52	CCN(CC(=O)NC(C)(C)C)C(=O)c1ccc2c(c1)S(=O)(=O)c1ccccc1C2=O
53	COCc1cc(C)nc(SC)c1C#N
54	Cc1cc(NC(=O)c2ccc([N+](=O)[O-])cc2)n(CCC#N)n1
55	CC(C)[C@@H](CO)NC(=O)c1ccc2c3n(nc2c1)-c1ccccc1CO3
56	Cc1ccc(S(=O)(=O)N2C[C@@H]3[C@H]4CC[C@H](C4)[C@@H]3[C@@H](C)[C@H]2c2ccco2)cc1

screen / no.,49,50,51,52,53,54,55,56
M. tuberculosis HTS,16%,-12%,-8%,-2%,-6%,2%,-2%,.
inhibitors of VEEV,0.5%,6.9%,i,0.8%,0.2%,0.2%,0.1%,0.1%
influenza NS1A,28%,-10%,8%,3%,.,-5%,4%,-5%
Salmonella PhoP GFP,12%,-4%,2%,-11%,-7%,8%,-10%,.
tuberculosis growth,16%,-1%,-10%,9%,-11%,-16%,-6%,.

Some of the entries so far, field by field.
20. O=C(NCCN1CCN(C(=O)c2ccc([N+](=O)[O-])cc2)CC1)C(=O)NCc1ccccc1
  M. tuberculosis HTS: -4%
  inhibitors of VEEV: 1.1%
  influenza NS1A: 1%
  Salmonella PhoP GFP: -6%
  tuberculosis growth: 8%
11. CC(C)CC(CC(C)C)=NNC(=O)c1ccc2c(c1)OCO2
  M. tuberculosis HTS: 2%
  inhibitors of VEEV: i
  influenza NS1A: 5%
  Salmonella PhoP GFP: 7%
  tuberculosis growth: 44%
14. O=C(NC1CC1)C1=C[C@@H](c2ccccc2)C[C@@H](OCCCCO)O1
  M. tuberculosis HTS: -2%
  inhibitors of VEEV: 0.2%
  influenza NS1A: 11%
  Salmonella PhoP GFP: -3%
  tuberculosis growth: 2%
36. CCCCCCSc1ccc(-c2nc3ccc(C)cn3c2NCc2ccccc2)cc1
  M. tuberculosis HTS: 4%
  inhibitors of VEEV: 0.9%
  influenza NS1A: -6%
  Salmonella PhoP GFP: 0%
  tuberculosis growth: 27%

(further entries)
57	COc1ccc(S(=O)(=O)N2CCOC23CCN(C(=O)c2ccccc2OC)CC3)cc1
58	N#CC1=C(N)Oc2c(oc(CO)cc2=O)C1c1ccccc1[N+](=O)[O-] (configuration not stated)
59	CCCNC(=O)c1ccccc1NC(=O)c1ccccc1N(C)S(=O)(=O)c1ccc(C)cc1
60	COc1ccc(-c2nn(-c3ccccc3)cc2CNC(C)Cn2cncn2)c(F)c1 (configuration not stated)
61	CCOc1ccccc1N1CC(C(=O)N(CC)C2CCS(=O)(=O)C2)CC1=O (configuration not stated)
62	Cn1nccc1C(=O)NCCN1C(=O)OC(C)(C)C1(C)O (configuration not stated)
63	CS/C(=C/[N+](=O)[O-])Nc1cccc2c1C(C)CC2(C)C (configuration not stated)
64	COc1ccc(/C=N\NC(=O)c2cc(O)c(O)c(O)c2)cc1COc1ccc(C(=O)OCC(C)C)cc1

screen / no.,57,58,59,60,61,62,63,64
M. tuberculosis HTS,6%,-2%,.,5%,-6%,-8%,5%,5%
inhibitors of VEEV,0.9%,1.0%,7.0%,1.2%,0.3%,0.9%,0.6%,7.7%
influenza NS1A,-6%,.,-2%,-2%,0%,1%,-6%,79µM*
Salmonella PhoP GFP,-2%,1%,.,-17%,.,-3%,-5%,4%
tuberculosis growth,1%,-2%,.,24%,13%,10%,64%,-3%

65	Cc1ccc(OCC(=O)O)c(O)c1
66	COc1ccc(NCc2nnc(SCC(=O)c3ccc(C)cc3)o2)cc1
67	O=C(NNc1nc2ccccc2o1)c1ccccc1
68	CC(C)CCN1CCN(Cc2cc3ccccc3[nH]2)CC1CCO (configuration not stated)
69	CCC(CC)C(=O)Nc1ccc(C(=O)c2ccccc2)cc1
70	O=C(CN1C(=O)C2CC=CCC2C1=O)NCc1cccs1 (configuration not stated)
71	O=C(CN1C(=O)NC2(CCCC2)C1=O)NCc1ccco1
72	COc1cccc(N2CCN(CC(=O)NC(C)c3ccccc3)CC2)c1 (configuration not stated)

screen / no.,65,66,67,68,69,70,71,72
M. tuberculosis HTS,.,?,-9%,-1%,-1%,2%,-1%,-3%
inhibitors of VEEV,i,6.6%,i,0.1%,0.1%,1.7%,1.6%,0.5%
influenza NS1A,-12%,-3%,.,3%,31%,-3%,-9%,-8%
Salmonella PhoP GFP,.,2%,3%,-9%,-2%,-13%,.,4%
tuberculosis growth,.,?,5%,9%,20%,-5%,9%,10%

High-throughput results as filed in PubChem BioAssay.
